NPSR antagonist – qHTS Assay for Antagonists of the Neuropeptide S Receptor: cAMP Signal Transduction; Potency, µM (doses to about 38.3 µM), for inactives: top-dose activity change, negative = inhibition, most hits filed as inhibitors; Q6W5P4; AID 1461, 2008; CHO-NPSR cells, cAMP TR-FRET, antagonist mode; hit rate 1% among 220,000; also: potency is read from the fitted curve at half-maximal effect; % is scaled to controls: 0 for no effect and ±100 for the full control effect; nearly all actives have a fitted effect of over 50% in size; many of its hits are not listed in these tables
Target sequence (Q6W5P4 whole entry, looked up): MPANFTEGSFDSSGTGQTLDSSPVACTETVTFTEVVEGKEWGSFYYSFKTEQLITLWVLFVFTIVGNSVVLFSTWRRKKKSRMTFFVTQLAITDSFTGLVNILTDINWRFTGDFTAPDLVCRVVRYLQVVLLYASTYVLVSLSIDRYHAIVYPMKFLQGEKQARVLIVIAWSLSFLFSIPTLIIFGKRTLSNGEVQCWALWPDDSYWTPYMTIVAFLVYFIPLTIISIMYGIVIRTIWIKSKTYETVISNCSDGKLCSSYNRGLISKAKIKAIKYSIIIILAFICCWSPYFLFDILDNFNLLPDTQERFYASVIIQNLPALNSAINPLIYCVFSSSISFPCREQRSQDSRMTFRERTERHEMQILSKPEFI
CBFb-RUNX1 inh – qHTS Assay for Compounds Blocking the Interaction Between CBF-beta and RUNX1 for the Treatment of Acute Myeloid Leukemia; Runt-related transcription factor 1 (Homo sapiens) + Core-binding factor subunit beta …; 230,000 tested, under 10 active; Potency, µM (series often up to 59.8 µM), without a hit: at the top dose activity, negative = inhibition, actives largely listed as inhibitors; AlphaScreen CBFb-His/RUNX1-biotin binding, biochemical; also: % of control where 0% means no effect
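Inhibition was taken as any reduction in AlphaScreen signal from the CBF-beta–RUNX1 pair (His and biotin tags, 30 nM each), measured after compound (15 min) and bead (90 min) incubations at room temperature.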
KinaseGlo FLuc – Counterscreen for Luciferase (Kinase-Glo TM) Inhibition; AID 1379, 2008; hit rate 0.28% among 200,000; Kinase-Glo luciferase, ATP luminescence, 8 min; Luciferin 4-monooxygenase (Photuris pensylvanica), Q27757; Potency, µM (top dose mostly 38.3 µM), for inactives: at the top dose activity change, negative = inhibition, actives largely listed as inhibitors; also: potency is read from the fitted curve at half-maximal effect; % is scaled to controls: 0 for no effect and ±100 for the full control effect; nearly all actives have a fitted effect of over 60% in size
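Compound is pinned into ATP-containing buffer (10 uM ATP, imidazole pH 7.2, 7 mM MgCl2). Kinase-Glo luciferase reagent is then added. Light output is recorded following an 8-min room-temperature incubation.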
IMPase Li cell – qHTS Assay for Identifying the Cell-Membrane Permeable IMPase Inhibitors: Potentiation with Lithium; CHO-M1 cells, IP1 TR-FRET (IP-One), carbachol + lithium; Potency, µM (top dose mostly 59.4 µM), inactives show at the highest dose activity, negative = IMPase inhibition, most hits filed as inhibitors; hit rate 0.35% among 210,000;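 also: IP1 builds up when IMPase is blocked and the TR-FRET signal falls; potency is read from the fitted curve at half-maximal effect; plate controls were basal vehicle for no effect and high inhibitor control for full effect; nearly all actives have a fitted effect of over 50% in size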
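CHO cells stably expressing M1 receptor (2000/well) were cultured 16–30 h, then exposed to compounds with a small lithium addition for 30 min at 37C. IP1 was measured by TR-FRET competition; AC50 from Hill fits.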
Lamin A splicing – qHTS Assay for Modulators of Lamin A Splicing | HeLa LMNA splicing GFP/RFP minigene ratio, 48 h | Potency, µM (titrated, usually from 46.1 µM), inactives show at the top dose ratio change, negative = inhibition, hits mostly inhibitors | hit rate 0.01% among 200,000; active = well fitted inhibition curve with a large enough effect in the signal ratio, with a control signal flat, not every such curve was filed as active; inconclusive = small, poorly fitted or top-dose-only effect, or effect the other way, or a change in a side signal; the % refers to the signal ratio; also: potency is read from the fitted curve at half-maximal effect; % is scaled to controls: 0 for no effect and ±100 for the full control effect
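Read-out is the ratio of GFP to DsRed2 object intensity, acquired by 488 nm laser-scanning cytometry on HeLa lamin A-EGFP minigene reporter cells. Compound incubation 48 hrs at 37 °C in Opti-MEM with 2% FBS; DMSO 0.5% final.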
Epigenetic derep – Quantitative High-Throughput Screen for Regulators of Epigenetic Control | murine LDR cells, GFP reporter derepression, 30 h | Potency, µM (doses to about 53.9 µM), for inactives: at the highest dose GFP activation, most hits filed as activators | hit rate 0.2% among 280,000; also: potency is read from the fitted curve at half-maximal effect; % of control where 0% means no effect; nearly all actives have a fitted effect of over 60% in size
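In this reporter-derepression format, murine cells bearing a silenced integrated CMV-GFP locus incubate with test compound (30 h, 37 C), then are washed and imaged; fluorescent objects of 20–120 um count as induced cells.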
aGal spleen mod – qHTS Assay for Inhibitors and Activators of Human alpha-Galactosidase From Spleen Homogenate. human spleen homogenate, 4MU-alpha-Gal fluorescence, 40 min. Potency, µM (highest dose often 80 µM), without a hit: at the highest dose activity change, negative = inhibition, most hits filed as inhibitors. hit rate 0.008% among 240,000;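 also: potency is read from the fitted curve at half-maximal effect; 0% = enzyme with vehicle and -100% = no enzyme basal signal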
Target sequence (P06280 32-429 limits assumed): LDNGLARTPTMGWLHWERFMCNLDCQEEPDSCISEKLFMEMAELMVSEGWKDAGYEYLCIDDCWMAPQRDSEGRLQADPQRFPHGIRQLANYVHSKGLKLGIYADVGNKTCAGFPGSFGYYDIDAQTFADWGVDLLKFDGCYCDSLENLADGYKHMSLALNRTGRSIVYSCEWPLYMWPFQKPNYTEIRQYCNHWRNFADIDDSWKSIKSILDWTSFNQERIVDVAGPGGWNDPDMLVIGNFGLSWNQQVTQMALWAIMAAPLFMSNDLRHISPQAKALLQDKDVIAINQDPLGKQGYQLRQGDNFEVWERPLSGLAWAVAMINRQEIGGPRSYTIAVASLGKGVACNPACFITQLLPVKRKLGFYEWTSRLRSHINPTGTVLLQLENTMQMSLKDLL
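qHTS titration in buffer at pH 5.0. Alpha-galactosidase activity in spleen homogenate was measured via 4-methylumbelliferone release from 1 mM fluorogenic substrate after 40 min at 37C and a pH 10 stop. AC50 came from Hill fits of control-normalized data.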
* hit, by the source's call; ? = inconclusive; . = not tested or not shown; & = joins results of further samples; [ ] = dose if it differs, or a comment. Unless noted, calls follow the shape of the dose curve; as a rule, active = well fitted curve in the direction sought with a large enough effect; inconclusive = small, poorly fitted or top-dose-only effect, or another doubt; inactive = no such curve, though single readings can be large; an effect the other way counts as inactive or inconclusive.

Sample of the layout:
No.	SMILES	NPSR antagonist	CBFb-RUNX1 inh	KinaseGlo FLuc	IMPase Li cell	Lamin A splicing	Epigenetic derep	aGal spleen mod
1	CN1C(=O)C(C2c3ccccc3C(=O)N2Cc2ccccc2)C(=O)N(C)C1=O (stereo not given)	1%[46.1 µM]	1%	0%	26%[38.3 µM]	6%	3.0%	3%
2	CCN1CCN(Cc2cc(Br)ccc2O)CC1	12%[46.1 µM]	8%	-3%	41%[activator][38.3 µM]	10%	-1.0%	4%

The whole of this part, from the start:
No.	SMILES	NPSR antagonist	CBFb-RUNX1 inh	KinaseGlo FLuc	IMPase Li cell	Lamin A splicing	Epigenetic derep	aGal spleen mod
1	CN1C(=O)C(C2c3ccccc3C(=O)N2Cc2ccccc2)C(=O)N(C)C1=O (stereo not given)	1%[46.1 µM]	1%	0%	26%[38.3 µM]	6%	3.0%	3%
2	CCN1CCN(Cc2cc(Br)ccc2O)CC1	12%[46.1 µM]	8%	-3%	41%[activator][38.3 µM]	10%	-1.0%	4%
3	CCOP(=O)(/C(C#N)=C(\C)O)c1ccccc1 (stereo not given)	5%	5%	-5%	-3%	?	1.1%	-7%
4	C=CCN1CCC2(C)c3cc(O)ccc3C[C@H]1[C@H]2C	.	11%[21.7 µM]	-1%	22%	.	-1.6%	11%
5	Oc1ccccc1O	3%[46.1 µM]	-19%	-4%	-5%&15%	?	2.2%	16%&1%
6	C=CCN1CC[C@@]2(C)c3cc(O)ccc3CC1[C@@H]2C	?	-6%&4%	-1%	8%	-12%	-0.2%&0.0%	11%&6%
7	COc1ccc(NC(=O)CN2C3CCC2CC(O)(c2cccnc2)C3)cc1OC (stereo not given)	5%[46.1 µM]	0%	-5%	4%[38.3 µM]	-1%	0.8%	3%
8	CC(=O)N1CCN(c2ccc(OC[C@H]3CO[C@](Cn4ccnc4)(c4ccc(Cl)cc4Cl)O3)cc2)CC1	?	?	-2%	8%&12%&10%&17%	?	-0.2%&0.6%&-1.1%&0.2%&-0.3%	3%&-3%&-3%&-8%&9%
9	CNCCc1ccc(O)c(O)c1	?	1%&9%	-7%	11%&5%	?	-0.1%&1.1%	2%&-8%
10	Cc1nonc1-c1nc(-c2nonc2N)n[nH]1	2%[7.67 µM]	-2%	-2%	-18%[38.3 µM]	6%	-2.4%	5%
11	CCN(CC)CCN=Cc1c(O)n(CCC2=CCCCC2)c(=O)[nH]c1=O	-3%[46.1 µM]	9%	2%	36%[38.3 µM]	2%	-0.2%	3%
12	Clc1ccc(C(c2ccccc2Cl)C(Cl)(Cl)Cl)cc1 (stereo not given)	.	?	.	-2%	.	.	20%
13	CC(N)Cc1c[nH]c2ccc(OCc3cccs3)cc12 (stereo not given)	13%[46.1 µM]	10%&7%	-2%	21%&12%	-27%	-1.2%&1.1%	12%&2%
14	CCC1(c2ccccc2)CCC(=O)NC1=O (stereo not given)	.	-15%	1%[39.9 µM]	14%	?	0.7%	-3%
15	COc1cccc(CNc2ccc(S(N)(=O)=O)cc2)c1OCc1ccccc1F	-5%	-9%	0%	3%	?	-2.5%	-3%
16	CN(C)C(=O)Oc1ccc([N+](=O)[O-])cc1	16%	2%	2%	-7%	.	-1.2%	-1%
17	CN(C)CP(=O)(O)CN(C)C=O	5%[46.1 µM]	2%	0%	7%[38.3 µM]	-2%	2.1%	-3%
18	O=C1/C(=C\c2ccc(Cl)c(Cl)c2)N2CCC1CC2	2%	2%	.	.	.	8.1%	-1%
19	CCOC(=O)C1(CCc2ccccc2)CCN(Cc2cccc3cnccc23)CC1	56%	5%	.	17%	.	3.5%	-9%
20	CCCCCn1c(=O)c(C(=O)Nc2ccccc2S(N)(=O)=O)c(O)c2ccccc21	1%	6%	3%	-3%	27%[46 µM]	1.0%	-1%
21	COc1ccc(CC2c3cc(OC)c(OC)cc3CCN2C)cc1O (stereo not given)	10%	1%[2.36 µM]	1%	7%	4%	-0.5%	-1%
22	CC12CC[C@H]3[C@@H](CCC4(O)C[C@H](O)CCC34/C=N/NC(=O)c3ccccc3O)C1(O)CCC2C1=CC(=O)OC1 (stereo not given in full)	12%	13%	.	.	.	-0.9%	-4%
23	O=c1ccn([C@@H]2O[C@H](COP(=O)(O)OP(=O)(O)O)[C@@H](O)[C@H]2O)c(=O)[nH]1	-5%[46.1 µM]	?	-2%	9%&-17%	-19%	1.2%&1.1%	20%&5%
24	CCCn1c(=O)c2[nH]c(C3CCCC3)nc2n(CCCOC(=O)c2ccc(S(=O)(=O)F)cc2)c1=O	?	-3%	-3%	9%	?	0.0%	9%
25	C[C@@H](CO)NC(=O)[C@@H]1C=C2c3cccc4[nH]cc(c34)C[C@H]2N(C)C1	.	?	-3%	6%	.	3.8%	1%
26	CCCCCn1c(N)c(C(=O)NCCN2CCOCC2)c2nc3ccccc3nc21	-27%[46.1 µM]	18%	2%	8%[38.3 µM]	13%	-1.0%	?
27	Cc1cc(C(=O)CS(=O)c2ccc(F)cc2)cc(C)c1OC(=O)N(C)C (stereo not given)	3%	-10%	-4%	12%	?	?	-3%
28	O=C(C1c2ccccc2C(=O)N2CCc3ccccc3C12)N1CCC2(CC1)OCCO2 (stereo not given)	-29%[46.1 µM]	11%	3%	-5%[38.3 µM]	-3%	1.4%	-5%
29	S=C=NCc1ccccc1	.	14%	-3%	29%	.	0.0%	10%
30	Cc1cc(/C=C2\C(=O)NC(=O)N(Cc3ccccc3)C2=O)c(C)n1-c1ccc(Cl)c(C(=O)O)c1	3%	-9%	-10%	1%	5%	-1.0%	-8%
31	Cc1ccc(P(=S)(c2ccc(C)o2)N2CCOCC2)o1	13%[46.1 µM]	7%	3%	-5%	-2%	0.0%	3%
32	O=c1c2ccccc2[se]n1-c1ccccc1	?	?	10µM*	2%&-7%&27%&3%	?	-8.8%	-25%
33	NNC(N)=O	2%[46.1 µM]	7%	-2%	20%&-19%	?	-1.2%	13%&-2%
34	COc1cc(/C=C2\C(=O)NC(=O)N(c3ccccc3)C2=O)cc(OC)c1OC	-6%[46.1 µM]	-3%	-4%	14%[38.3 µM]	-4%	1.0%	5%
35	O=C(Nc1cccc(F)c1)N1CCCC2(CCN(C(=O)Oc3ccccc3)CC2)C1	.	.	-2%	28%	.	.	-4%
36	O=C1NC(=O)N(Cc2ccco2)C(=O)/C1=C\c1ccc(-c2ccc(F)cc2)o1	-56%	?	.	.	.	?	-3%
37	COC1=C[C@]23CCCN2CCc2cc4c(cc2[C@@H]3[C@@H]1O)OCO4	.	-2%	-1%	12%	.	-0.3%	-11%
38	OCC1CCCN2CCCCC12 (stereo not given)	.	2%&10%	5%[39.9 µM]	5%&0%	.	0.0%&-1.3%	9%&-2%
39	CCCC[C@H]1C(=O)O[C@H](C)[C@H](NC(=O)c2cccc(NC=O)c2OC)C(=O)O[C@@H](C)[C@@H]1OC(=O)CC(C)C	.	?	3%[39.9 µM]	2%&8%	.	12%&4.0%	-10%&-1%&0%
40	COC1CC(OC2CCC3(C)C(CCC4C3CCC3(C)C(C5=CC(=O)OC5)C(OC(C)=O)CC43O)C2)OC(C)C1OC1OC(COC2OC(CO)C(O)C(O)C2O)C(O)C(O)C1O (stereo not given)	11%	5%	.	.	.	0.2%	-3%
41	CCCCCCCCCCCOC(=O)c1ccccc1C(=O)OCCCCCCCCCCC	.	?	.	10%	.	.	1%
42	NC(N)=N/N=C/c1c(Cl)cccc1Cl	12%&0%	-2%&13%&28%&7%	-1%&0%	3%&4%&8%	?	-0.2%&0.0%&0.0%&0.9%	-8%&16%&4%&-19%
43	CCC(Oc1ccc(Cl)cc1)C(=O)OC1CC2CCC(C1)N2C (stereo not given)	.	15%	.	25%	.	0.0%	10%
44	Cc1ccc(-n2c(O)c(C=Nc3ccc(Br)cn3)c(=O)[nH]c2=O)cc1	-5%	-2%	1%	-3%	-16%[46 µM]	-4.2%	2%
45	Cc1cc(OCc2cc(C(=O)O)oc2C)c2c3c(c(=O)oc2c1)CCCC3	-11%[46.1 µM]	-11%	-1%	22%[38.3 µM]	?	-4.1%	3%
46	O=C(Nc1cccc2ccccc12)N1CCC2(CC1)OCCO2	19%	-11%	-1%	-8%	-20%[46 µM]	1.1%	3%
47	O=c1[nH]c(=O)n(C2CCCCCC2)c(O)c1C=NC1CCN(Cc2ccccc2)CC1	29%[46.1 µM]	3%	-6%	5%[38.3 µM]	4%	-0.2%	-16%
48	CN1CCN(/N=C/c2c(O)n(CCC3=CCCCC3)c(=S)[nH]c2=O)CC1	-36%	-2%	.	.	.	-1.2%	10%
49	O=C1NO[C@@H]2CN[C@@H](C(=O)O)[C@H]12	.	3%	-1%	-16%	.	2.3%	18%
50	Cc1cc(NC(=O)COC(=O)c2c(C)nn(Cc3ccccc3)c2C)no1	-6%[46.1 µM]	1%	-2%	14%[38.3 µM]	-11%	1.0%	5%
51	CC12CN3CC(C)(CN(C1)C3c1cccs1)C2 (stereo not given)	11%[7.67 µM]	-10%	0%	-7%[38.3 µM]	0%	?	-5%
52	O=C(Cn1c(=O)n(CC2CS2)c2ccccc21)N1CCCCCC1 (stereo not given)	-7%	-1%	6%	5%	6%[46 µM]	-5.1%	10%
53	O=C(Nc1ccc(C(F)(F)F)cc1)c1cccn(Cc2ccc3c(c2)OC(F)(F)O3)c1=O	-18%[46.1 µM]	-4%	-5%	-7%[38.3 µM]	-3%	-2.1%	-3%
54	Nc1c(C(=O)OCC2CCCO2)c2nc3ccccc3nc2n1Cc1cccs1 (stereo not given)	-30%[46.1 µM]	4%	5%	?	19%	0.7%	-4%
55	O=C(N/N=C/c1cc(Br)c(Br)s1)c1ccncc1	14%	-10%	-3%	1%	56%[46 µM]	?	-3%
56	Cn1c(O)c(C(=N)COc2ccccc2)c(=O)n(C)c1=O	-6%[46.1 µM]	-3%	-7%	-10%[38.3 µM]	11%	-1.3%	3%
57	C[N+]1([O-])[C@@H]2CC[C@H]1CC(OC(=O)[C@@H](CO)c1ccccc1)C2 (stereo not given in full)	.	9%[21.7 µM]	2%[17.1 µM]	13%	?	1.1%[16.9 µM]	13%[29.1 µM]
58	O=S1(=O)CC2(N3CCOCC3)CCCCCCC21 (stereo not given)	9%[46.1 µM]	1%	-3%	-12%[38.3 µM]	0%	1.1%	-3%

Bioassay records as filed in PubChem.

The list is partial, so the mix of outcomes need not match the whole.
